Bioassay records as filed in PubChem BioAssay.
Mdm2 MdmX PPI: inhibitors of human Mdm2/MdmX interaction; O15151+Q00987; SaOS-2 split-luciferase Mdm2/MdmX complementation, luminescence; inhibition, % at 8 µM; 330,000 compounds, 3% hits;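 active means inhibition of at least 50% at 8 µM in the primary screen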
Target sequence (O15151 whole entry, looked up): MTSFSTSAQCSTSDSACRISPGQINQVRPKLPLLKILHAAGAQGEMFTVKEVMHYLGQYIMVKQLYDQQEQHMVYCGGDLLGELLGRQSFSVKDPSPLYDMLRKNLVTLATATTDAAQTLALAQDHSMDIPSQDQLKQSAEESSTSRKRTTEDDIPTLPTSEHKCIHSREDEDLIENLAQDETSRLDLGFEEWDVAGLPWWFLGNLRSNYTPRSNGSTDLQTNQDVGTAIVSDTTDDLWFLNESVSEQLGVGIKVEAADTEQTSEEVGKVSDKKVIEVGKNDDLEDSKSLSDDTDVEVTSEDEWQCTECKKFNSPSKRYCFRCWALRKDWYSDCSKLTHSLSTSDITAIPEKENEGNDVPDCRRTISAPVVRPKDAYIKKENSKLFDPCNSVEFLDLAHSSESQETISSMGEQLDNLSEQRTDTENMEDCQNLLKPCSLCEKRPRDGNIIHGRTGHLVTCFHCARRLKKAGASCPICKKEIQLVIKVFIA
Target sequence (Q00987 whole entry, looked up): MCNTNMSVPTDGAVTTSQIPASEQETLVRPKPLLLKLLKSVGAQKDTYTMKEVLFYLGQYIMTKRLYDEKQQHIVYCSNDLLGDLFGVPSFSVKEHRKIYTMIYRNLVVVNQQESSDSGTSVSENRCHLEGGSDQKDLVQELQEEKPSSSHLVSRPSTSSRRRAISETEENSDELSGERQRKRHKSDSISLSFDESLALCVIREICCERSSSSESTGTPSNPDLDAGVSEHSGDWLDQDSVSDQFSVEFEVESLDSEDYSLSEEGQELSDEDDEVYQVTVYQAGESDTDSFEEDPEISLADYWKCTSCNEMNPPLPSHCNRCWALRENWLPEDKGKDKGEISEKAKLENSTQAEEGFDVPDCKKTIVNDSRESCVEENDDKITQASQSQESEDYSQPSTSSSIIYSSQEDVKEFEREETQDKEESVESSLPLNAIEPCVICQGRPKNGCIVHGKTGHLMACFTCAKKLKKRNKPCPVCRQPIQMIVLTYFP
CHOP UPR activ: apoptotic UPR (CHOP) activation | CHO-CHOP luciferase reporter, luminescence; percent of tunicamycin response over DMSO baseline | 330,000 compounds, 0.34% hits | activation, % at 10 µM;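 active means at 10 µM dose, activation of 40% or more, normalized to positive control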;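 further: 100% = tunicamycin at 10 µg/mL and 0% = DMSO alone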
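assay system = CHO CHOP reporter cells | amount = 500 CHO-CHOP cells per well | buffer or medium = F12 with 10% FBS | incubation = 16-18 h cell attachment, then 6 h compound exposure, 37 °C | detection = luminescence read with Steady-Glo | read-out = percent activation relative to tunicamycin control | controls = tunicamycin high control, DMSO low control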
697 NFkB inh: lowers PMA/ionomycin-induced NF-kB signal in 697 B cells | inhibition, % at 4 µM | 330,000 compounds, 0.33% hits | 697 B-cell NF-kB luciferase reporter, 16 h; in the data active means inhibition above about 35%
tim10-1 inh: tim10-1 yeast growth inhibition; inhibition, % at 20 µM; S. cerevisiae tim10-1 ts strain growth, BacTiter-Glo, 24 h; 330,000 compounds, 2.2% hits; AID 463190;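 active means inhibition of at least 40%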;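 further: mutant grown at 25 °C; 0% = DMSO wells with yeast and 100% = wells holding no yeast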
Jurkat NFkB inh: inhibitors of the PMA/ionomycin-induced NF-kB reporter in Jurkat cells. AID 435003. inhibition, % at 4 µM. 330,000 compounds, 0.53% hits. PMA/ionomycin-induced NF-kB luciferase reporter, luminescence; in the data active means inhibition above about 50%
XBP1 UPR activ: activators of adaptive arm of unfolded protein response (XBP1). CHO-XBP1 luciferase reporter, IRE1-XBP1 UPR activation, luminescence; percent of tunicamycin response, DMSO as zero. activation, % at 20 µM. 330,000 compounds, 0.33% hits. AID 463104;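 active means versus positive control, 20 µM dose yields 30% or more activation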;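 further: 100% = tunicamycin at 10 µg/mL and 0% = DMSO only wells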
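Material: CHO-XBP1 cells stably carrying IRE1-XBP1-driven luciferase reporter | Medium: F12 with 10% serum | Compound dosing: 20 µM single concentration, DMSO 1% | Incubation: Overnight seeding at 37 °C, 6 h compound treatment at 37 °C | Detection: Steady-Glo luminescence read | Read-out basis: % activation of reporter signal versus tunicamycin and DMSO controls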
tim23-1 inh: inhibits growth of tim23-1 mutant yeast. inhibition, % at 20 µM. 330,000 compounds, 1.3% hits. S. cerevisiae tim23-1 growth, BacTiter-Glo luminescence, 24 h;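 active means growth inhibition of the mutant yeast at or above 50%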;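 further: temperature-sensitive mutant grown at 25 °C; plate controls were DMSO-treated mutant yeast for no effect and medium wells lacking yeast for full effect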
TIM10 inh: TIM10 yeast growth inhibition. S. cerevisiae TIM10 strain growth, BacTiter-Glo luminescence, 24 h. inhibition, % at 10 µM. 330,000 compounds, 1.4% hits. AID 463195;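 active means inhibition of 40% or more at the single tested concentration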;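 further: wild-type TIM10 isogenic control strain grown at permissive 25 °C; 0% = DMSO yeast wells and 100% = minimal medium wells without yeast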
* = called active by the depositor.

Screening O=C(c1ccco1)N1CCN(C(=O)c2ccccc2OCc2ccc(Cl)cc2)CC1 returned Mdm2 MdmX PPI 10, CHOP UPR activ -1.2, 697 NFkB inh -29, tim10-1 inh -10, Jurkat NFkB inh -2, XBP1 UPR activ -1, tim23-1 inh -4 and TIM10 inh -1.
For FC(F)Oc1ccc(NC(=S)N2CCN(Cc3ccccc3)CC2)cc1 the results were Mdm2 MdmX PPI 3, CHOP UPR activ -0.3, 697 NFkB inh -9, tim10-1 inh -50, Jurkat NFkB inh -13, XBP1 UPR activ -1, tim23-1 inh -153 and TIM10 inh -166.
CC(C)(C)n1nnnc1C(c1ccncc1)N1CCN(c2ccc(O)cc2)CC1 (centres undefined) was read as Mdm2 MdmX PPI 4, CHOP UPR activ -0.4, 697 NFkB inh -1, tim10-1 inh -2, Jurkat NFkB inh 5, XBP1 UPR activ 0, tim23-1 inh -2 and TIM10 inh -2.
Screening CC12CCC(C(=O)N/N=C/c3ccc(O)cc3)(OC1=O)C2(C)C (centres undefined) returned Mdm2 MdmX PPI 11, CHOP UPR activ 2.5, 697 NFkB inh 4, tim10-1 inh 6, Jurkat NFkB inh -2, XBP1 UPR activ -3, tim23-1 inh 1 and TIM10 inh 11.
For O=C(O)CSc1nccc2ccccc12 the results were Mdm2 MdmX PPI 6, CHOP UPR activ 1.6, 697 NFkB inh 2, tim10-1 inh 2, Jurkat NFkB inh 10, XBP1 UPR activ 1, tim23-1 inh 7 and TIM10 inh -6.
Cc1ccccc1NC(=O)Nc1ccc2c(c1)OCO2 was read as Mdm2 MdmX PPI -44, CHOP UPR activ 5.3, 697 NFkB inh -85, tim10-1 inh -10, Jurkat NFkB inh -82, XBP1 UPR activ -3, tim23-1 inh 0 and TIM10 inh 17.
`Cc1occc1C(=O)Nc1cccnc1` gave Mdm2 MdmX PPI 2, CHOP UPR activ 0.4, 697 NFkB inh 30, tim10-1 inh -8, Jurkat NFkB inh -9, XBP1 UPR activ -1, tim23-1 inh 9 and TIM10 inh -5.
For Cc1nnc(SCC(=O)NC2CCCCC2)s1 the results were Mdm2 MdmX PPI -8, CHOP UPR activ 3.1, 697 NFkB inh 8, tim10-1 inh 10, Jurkat NFkB inh 4, XBP1 UPR activ -1, tim23-1 inh 3 and TIM10 inh 4.
Screening COc1ccc(S(=O)(=O)N2CC(O)C[C@H]2C(=O)OCC(=O)N2CCCCCC2)cc1 (some centres undefined) returned Mdm2 MdmX PPI 12, CHOP UPR activ -1.2, 697 NFkB inh -16, tim10-1 inh -10, Jurkat NFkB inh -10, XBP1 UPR activ 3, tim23-1 inh 6 and TIM10 inh 3.
`Cc1ccc(S(=O)(=O)N2CCN(C3CCC(c4ccccc4)CC3)CC2)cc1` (centres undefined) gave Mdm2 MdmX PPI 23, CHOP UPR activ -1.7, 697 NFkB inh 15, tim10-1 inh -19, Jurkat NFkB inh 5, XBP1 UPR activ -3, tim23-1 inh -80 and TIM10 inh 5.
For CC(C)CNC(=O)c1cc(S(=O)(=O)N2CCOCC2)ccc1N1CCCC1 the results were Mdm2 MdmX PPI 9, CHOP UPR activ 0.0, 697 NFkB inh 7, tim10-1 inh -14, Jurkat NFkB inh 6, XBP1 UPR activ -3, tim23-1 inh -9 and TIM10 inh -2.
Screening CC(C)(C)n1nnnc1C(c1ccc(F)cc1)N1CCC(C(N)=O)CC1 (centres undefined) returned Mdm2 MdmX PPI 19, CHOP UPR activ 0.7, 697 NFkB inh 14, tim10-1 inh 8, Jurkat NFkB inh 7, XBP1 UPR activ 3, tim23-1 inh 1 and TIM10 inh 3.
For CC1CCN(c2ccc([N+](=O)[O-])cc2C(=O)N2CCOCC2)CC1 the results were Mdm2 MdmX PPI 6, CHOP UPR activ -1.1, 697 NFkB inh -12, tim10-1 inh 21, Jurkat NFkB inh 0, XBP1 UPR activ 3, tim23-1 inh 9 and TIM10 inh 2.
Cn1nc(C(=O)NCCN2CCOCC2)c2ccccc2c1=O was read as Mdm2 MdmX PPI -2, CHOP UPR activ 1.3, 697 NFkB inh 12, tim10-1 inh 5, Jurkat NFkB inh 0, XBP1 UPR activ -2, tim23-1 inh 11 and TIM10 inh -7.
CCOc1ccccc1N(CC(=O)Nc1ccc2c(c1)OCO2)S(C)(=O)=O was read as Mdm2 MdmX PPI -5, CHOP UPR activ -1.3, 697 NFkB inh -5, tim10-1 inh 19, Jurkat NFkB inh -12, XBP1 UPR activ 1, tim23-1 inh 18 and TIM10 inh -2.
For CCCCSc1cc(C)nc(N)n1 the results were Mdm2 MdmX PPI -6, CHOP UPR activ 3.8, 697 NFkB inh -8, tim10-1 inh 0, Jurkat NFkB inh -22, XBP1 UPR activ 4, tim23-1 inh 3 and TIM10 inh 0.
Screening COc1cccc(C(=O)N/N=C(\CC(C)C)c2ccccc2)c1 returned Mdm2 MdmX PPI 12, CHOP UPR activ 0.4, 697 NFkB inh 5, tim10-1 inh -1, Jurkat NFkB inh -7, XBP1 UPR activ 0, tim23-1 inh 18 and TIM10 inh 10.
COc1ccc(-c2nnn(CC(=O)NC(=O)NC3CCCCC3)n2)cc1OC was read as Mdm2 MdmX PPI 20, CHOP UPR activ -2.1, 697 NFkB inh 6, tim10-1 inh -4, Jurkat NFkB inh 4, XBP1 UPR activ 0, tim23-1 inh -10 and TIM10 inh -2.
OCCCNCc1ccc(N(c2ccccc2)c2ccccc2)cc1 was read as Mdm2 MdmX PPI 29, CHOP UPR activ 1.0, 697 NFkB inh -3, tim10-1 inh 12, Jurkat NFkB inh 23, XBP1 UPR activ -4, tim23-1 inh -2 and TIM10 inh 11.
For O=C1C=C(c2ccc3c(c2)oc2ccccc23)C[C@@H](c2ccc(Cl)cc2)C1 the results were Mdm2 MdmX PPI 29, CHOP UPR activ -0.5, 697 NFkB inh 16, tim10-1 inh 2, Jurkat NFkB inh -11, XBP1 UPR activ 0, tim23-1 inh 7 and TIM10 inh -3.
COc1cc(OC)cc(C(=O)N[C@H](C(=O)Nc2cc(F)ccc2C)C(C)C)c1 was read as Mdm2 MdmX PPI 2, CHOP UPR activ -1.4, 697 NFkB inh -15, tim10-1 inh -7, Jurkat NFkB inh 8, XBP1 UPR activ 4, tim23-1 inh -11 and TIM10 inh -10.
`N#Cc1ccccc1S(=O)(=O)N1CCN(CC(O)CN2CCOCC2)CC1` (centres undefined) gave Mdm2 MdmX PPI -17, CHOP UPR activ 0.3, 697 NFkB inh 2, tim10-1 inh -6, Jurkat NFkB inh -2, XBP1 UPR activ -2, tim23-1 inh 7 and TIM10 inh -2.
For O=C(/C=C/c1ccccc1Cl)Nc1ccccc1 the results were Mdm2 MdmX PPI -139, CHOP UPR activ 3.2, 697 NFkB inh -10, tim10-1 inh 8, Jurkat NFkB inh -149, XBP1 UPR activ -3, tim23-1 inh 65* and TIM10 inh 33.
`O=C(CN1C(=O)NC(Cc2c[nH]c3ccccc23)C1=O)Nc1ccccc1Br` (centres undefined) gave Mdm2 MdmX PPI -5, CHOP UPR activ -0.9, 697 NFkB inh 13, tim10-1 inh 8, Jurkat NFkB inh 9, XBP1 UPR activ 2, tim23-1 inh 7 and TIM10 inh -4.
Screening Cc1cc(Cl)ccc1OC(C)c1nnc(N)s1 (centres undefined) returned Mdm2 MdmX PPI -31, CHOP UPR activ 2.2, 697 NFkB inh -13, tim10-1 inh 15, Jurkat NFkB inh -14, XBP1 UPR activ 0, tim23-1 inh 2 and TIM10 inh 4.
For CCC1CCCCN1C(=O)CSc1nnc(N)s1 (centres undefined) the results were Mdm2 MdmX PPI -18, CHOP UPR activ 0.3, 697 NFkB inh -2, tim10-1 inh 6, Jurkat NFkB inh -8, XBP1 UPR activ -2, tim23-1 inh 9 and TIM10 inh -3.
For CCOc1ccc(CNC(=O)C2CCN(S(=O)(=O)CC)CC2)cc1OC the results were Mdm2 MdmX PPI 12, CHOP UPR activ 0.9, 697 NFkB inh 6, tim10-1 inh 0, Jurkat NFkB inh -1, XBP1 UPR activ -4, tim23-1 inh -5 and TIM10 inh 4.
`Cc1ccc(C)c(NC(=O)CSc2nnc(C)c(=O)n2N)c1` gave Mdm2 MdmX PPI 9, CHOP UPR activ 1.1, 697 NFkB inh 9, tim10-1 inh -9, Jurkat NFkB inh 6, XBP1 UPR activ -1, tim23-1 inh -1 and TIM10 inh -2.
Screening Cn1c(N)c(C(=O)COC(=O)c2cccc(S(=O)(=O)NCc3ccccc3)c2)c(=O)n(C)c1=O returned Mdm2 MdmX PPI 4, CHOP UPR activ 1.2, 697 NFkB inh -30, tim10-1 inh -6, Jurkat NFkB inh -9, XBP1 UPR activ 0, tim23-1 inh 0 and TIM10 inh 5.
`Cc1ccc(NS(=O)(=O)c2cc(C(=O)OCC(=O)NCC3CCCO3)ccc2C)cc1` (centres undefined) gave Mdm2 MdmX PPI 17, CHOP UPR activ 1.0, 697 NFkB inh 8, tim10-1 inh 13, Jurkat NFkB inh -1, XBP1 UPR activ 4, tim23-1 inh 0 and TIM10 inh -6.
Screening Cc1c(C(=O)n2cnc3ccccc32)cccc1[N+](=O)[O-] returned Mdm2 MdmX PPI -3, CHOP UPR activ 2.6, 697 NFkB inh -2, tim10-1 inh 28, Jurkat NFkB inh 3, XBP1 UPR activ -2, tim23-1 inh 22 and TIM10 inh 7.
`CC(=O)Nc1ccccc1NS(=O)(=O)c1cccc([N+](=O)[O-])c1` gave Mdm2 MdmX PPI 3, CHOP UPR activ 0.1, 697 NFkB inh 9, tim10-1 inh -11, Jurkat NFkB inh -1, XBP1 UPR activ -1, tim23-1 inh 0 and TIM10 inh -8.
O=S1(=O)NC(=NCC(c2ccco2)N2CCCCC2)c2ccccc21 (centres undefined) was read as Mdm2 MdmX PPI -14, CHOP UPR activ 1.3, 697 NFkB inh 3, tim10-1 inh 13, Jurkat NFkB inh -3, XBP1 UPR activ -2, tim23-1 inh -6 and TIM10 inh 2.

Molecules shown so far that have an aryl thioether with sulfur outside any ring:
For O=C(O)CSc1nccc2ccccc12 the results were Mdm2 MdmX PPI 6, CHOP UPR activ 1.6, 697 NFkB inh 2, tim10-1 inh 2, Jurkat NFkB inh 10, XBP1 UPR activ 1, tim23-1 inh 7 and TIM10 inh -6.
For Cc1nnc(SCC(=O)NC2CCCCC2)s1 the results were Mdm2 MdmX PPI -8, CHOP UPR activ 3.1, 697 NFkB inh 8, tim10-1 inh 10, Jurkat NFkB inh 4, XBP1 UPR activ -1, tim23-1 inh 3 and TIM10 inh 4.
For CCCCSc1cc(C)nc(N)n1 the results were Mdm2 MdmX PPI -6, CHOP UPR activ 3.8, 697 NFkB inh -8, tim10-1 inh 0, Jurkat NFkB inh -22, XBP1 UPR activ 4, tim23-1 inh 3 and TIM10 inh 0.
For CCC1CCCCN1C(=O)CSc1nnc(N)s1 (centres undefined) the results were Mdm2 MdmX PPI -18, CHOP UPR activ 0.3, 697 NFkB inh -2, tim10-1 inh 6, Jurkat NFkB inh -8, XBP1 UPR activ -2, tim23-1 inh 9 and TIM10 inh -3.
`Cc1ccc(C)c(NC(=O)CSc2nnc(C)c(=O)n2N)c1` gave Mdm2 MdmX PPI 9, CHOP UPR activ 1.1, 697 NFkB inh 9, tim10-1 inh -9, Jurkat NFkB inh 6, XBP1 UPR activ -1, tim23-1 inh -1 and TIM10 inh -2.
